# CHO-K1 Ca ag: M1 agonist counterscreen hit in parental CHO-K1 cells. Fluo-8 calcium fluorescence; scaled to maximal ATP response, vehicle zero. activation, % at 3 µM. hit rate 0.48% among 360,000; in the data active means activation above about 15%;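 further: untransfected CHO-K1 host cells lacking M1 receptor as counterscreen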
# M4 antag: antagonists of human muscarinic M4 receptor (CHRM4); P08173; CHO-hM4 cells, ACh EC80, Fluo-8 calcium fluorescence; inhibition, % at 3 µM; hit rate 0.73% among 360,000; AID 624125;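 active means inhibition above its plate's cutoff, the mean inhibition of sample wells plus 3 SD, cut at about 27% in these data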;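 further: 0% = acetylcholine EC80 with DMSO and 100% = DMSO without agonist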
# Target sequence (P08173 whole entry, looked up): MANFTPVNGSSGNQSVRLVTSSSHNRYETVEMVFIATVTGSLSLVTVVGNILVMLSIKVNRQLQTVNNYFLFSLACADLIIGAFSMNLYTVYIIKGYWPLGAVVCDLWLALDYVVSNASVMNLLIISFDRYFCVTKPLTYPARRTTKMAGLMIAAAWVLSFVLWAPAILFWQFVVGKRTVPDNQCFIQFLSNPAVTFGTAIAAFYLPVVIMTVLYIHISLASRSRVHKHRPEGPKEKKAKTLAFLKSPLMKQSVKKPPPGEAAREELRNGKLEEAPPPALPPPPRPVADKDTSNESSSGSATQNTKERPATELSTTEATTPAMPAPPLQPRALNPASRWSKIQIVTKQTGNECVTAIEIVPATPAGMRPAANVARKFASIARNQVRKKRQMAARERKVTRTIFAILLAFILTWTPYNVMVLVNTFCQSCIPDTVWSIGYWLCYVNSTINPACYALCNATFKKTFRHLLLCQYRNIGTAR
# CHRM1 PAM: potentiates human M1 receptor response to acetylcholine; P11229; CHO-K1 hM1, Fluo-8 calcium fluorescence, ACh EC20; 0% = ACh EC20, 100% = maximal ACh; activation, % at 3 µM; hit rate 0.088% among 360,000; AID 588819; in the data active means activation above about 19%, passing the limit was not always enough
# CHO parental Ca: counter-screen: ATP calcium response change in parental CHO cells; AID 463079; hit rate 0.63% among 330,000; parental CHO-K1, ATP-induced calcium, Fluo-8 fluorescence; inhibition, % at 5.6 µM;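 active means inhibition above that plate's mean sample inhibition plus 3 SD, cut at about 26% in these data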;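 further: 0% = ATP-challenged DMSO wells and 100% = DMSO wells without ATP; some compounds past the cut are filed as inactive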
#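 Test system: untransfected parental CHO cell line. Compound: one dose, 5.6 µM nominal. Detection: intracellular calcium via Fluo-8 no-wash fluorescent dye. Measure: % inhibition. Benchmarks: ATP-challenged DMSO wells low, unchallenged DMSO wells high.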
# M1 ag: agonists of human M1 muscarinic receptor. P11229. CHO-K1 hM1, Fluo-8 calcium fluorescence, agonist mode; 0% DMSO, 100% acetylcholine EC100. activation, % at 3 µM. hit rate 0.33% among 360,000. AID 588814;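 active means activation above the run's mean compound activation plus 3 SD, cut at about 16% in these data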;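 further: peak over basal fluorescence ratio within a 140 s kinetic read after compound addition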
# OXTR potentiate: potentiates the human oxytocin receptor response; hit rate 0.061% among 320,000; CHO-OTR cells, Fluo-8 calcium fluorescence, potentiator mode; 0% = oxytocin EC15, 100% = EC100; AID 2445; activation, % at 3 µM;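 active means activation above that plate's cutoff, the mean activation of tested compounds plus 3 SD, cut at about 6.6% in these data, passing the limit was not always enough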;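 further: 100% uses oxytocin at 75 nM as the full agonist control; some results filed as inactive read as strong as hits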
# Target sequence (P30559 whole entry, looked up): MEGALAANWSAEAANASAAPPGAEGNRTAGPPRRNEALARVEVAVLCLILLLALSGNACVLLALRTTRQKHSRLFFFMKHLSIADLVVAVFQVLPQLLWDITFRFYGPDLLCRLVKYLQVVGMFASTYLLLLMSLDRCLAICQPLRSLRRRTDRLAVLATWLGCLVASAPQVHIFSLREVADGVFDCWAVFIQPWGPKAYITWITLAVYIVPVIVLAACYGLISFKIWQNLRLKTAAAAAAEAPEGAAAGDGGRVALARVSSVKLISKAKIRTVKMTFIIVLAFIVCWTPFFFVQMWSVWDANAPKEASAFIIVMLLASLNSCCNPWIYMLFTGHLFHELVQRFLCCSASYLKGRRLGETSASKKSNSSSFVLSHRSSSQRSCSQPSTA
#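 Measured by – Fluo-8 calcium dye fluorescence · Test system – human OTR in CHO cells · Dosing – one concentration, 3.0 µM compound · Controls – EC15 oxytocin alone as 0%, 75 nM oxytocin as 100% · Evaluation – normalized max/min fluorescence ratio, % activation · Timing – 6 min pre-incubation, 100 s read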
# CHRM1 antagonist: human CHRM1 antagonism; CHO-K1 hM1, Fluo-8 calcium fluorescence, ACh EC80 antagonist; inhibition, % at 3 µM; hit rate 1.3% among 360,000;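 active means percent inhibition above its own plate's cutoff, namely the mean of that plate's compound wells plus 3 SD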;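 further: peak over basal fluorescence ratio during 140 s after agonist addition; 0% = ACh EC80 plus DMSO and 100% = DMSO alone without agonist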
# CHRM4 agonist: CHRM4 agonism in calcium assay. activation, % at 3 µM. P08173. AID 624127. CHO-K1 hM4/Gqi5, Fluo-8 calcium fluorescence; vehicle 0%, full acetylcholine response 100%. hit rate 0.14% among 360,000;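 active means activation above the run mean over all test wells plus 3 SD, cut at about 32% in these data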;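 further: peak over basal fluorescence ratio per well then scaled between controls; 0% = DMSO wells and 100% = acetylcholine at EC100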
# CHO-K1 Ca antag: nonselective inhibitor or artifact in parental CHO-K1 cells; ATP-induced calcium, Fluo-8 fluorescence; inhibition, % at 3 µM; hit rate 0.6% among 360,000;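 active means inhibition above a per-plate cutoff, the plate's mean sample inhibition plus 3 SD, cut at about 24% in these data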;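 further: 0% = DMSO plus EC80 ATP and 100% = DMSO alone without ATP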
# Active calls of the source: *; nt = no result given.
# Assay codes: A = CHO-K1 Ca ag; B = M4 antag; C = CHRM1 PAM; D = CHO parental Ca; E = M1 ag; F = OXTR potentiate; G = CHRM1 antagonist; H = CHRM4 agonist; I = CHO-K1 Ca antag
> CC(/C=N/n1cnnc1)=C\c1ccco1
  A = -0.1; B = 4; C = 4; D = -2; E = -3; F = 0; G = -1; H = 1; I = -10

> Cc1ccc(S(=O)(=O)CCC(=O)OCC(=O)N2CCN(S(=O)(=O)c3ccccc3)CC2)cc1
  A = 2.9; B = 0; C = 11; D = -8; E = -4; F = -7; G = -15; H = 2; I = 0

> O=CN/C=C/c1cc(O)ccc1O
  A = 0.2; B = -24; C = 2; D = -10; E = -1; F = -7; G = -3; H = 1; I = 1

> COC(=O)CSc1nccc(-c2cccs2)n1
  A = 2.0; B = -1; C = 7; D = 15; E = -3; F = -1; G = -8; H = 1; I = -7

> CCOc1ccc(NC(=O)NNC(=O)c2ccc(CC)s2)cc1
  A = -0.6; B = -1; C = 8; D = -8; E = -1; F = -12; G = -3; H = 0; I = 5

> CCN(CC(=O)NCc1ccccn1)S(=O)(=O)c1ccc(Cl)cc1
  A = 0.1; B = 3; C = 3; D = 4; E = -3; F = -9; G = -20; H = 1; I = -1

> Clc1ccc(-n2nnnc2SCc2cn3ccccc3n2)cc1
  A = 1.0; B = 6; C = 3; D = -17; E = -5; F = -6; G = -3; H = 1; I = -3

> CCCN(Cc1nnc(-c2ccccc2Cl)o1)C(=O)c1cc2ccccc2o1
  A = 6.2; B = -17; C = -5; D = -9; E = -4; F = -12; G = 4; H = 13; I = 6

> O=C1CC(C(=O)N(c2ccccc2)C(C(=O)NC2CCCC2)c2ccncc2)CS1 (stereo unspecified)
  A = -0.2; B = -8; C = 6; D = -6; E = -2; F = -6; G = -4; H = 18; I = -2

> C[C@H](NC(=O)N1CCn2c1nc1ccccc12)C(=O)NCc1ccc2c(c1)OCO2
  A = 0.3; B = -8; C = 11; D = -20; E = -5; F = -2; G = -15; H = 3; I = -23

# 5 compounds out of the list above, arranged by their value in CHRM4 agonist, rising.
SMILES | CHRM4 agonist
CCOc1ccc(NC(=O)NNC(=O)c2ccc(CC)s2)cc1 | 0
CC(/C=N/n1cnnc1)=C\c1ccco1 | 1
C[C@H](NC(=O)N1CCn2c1nc1ccccc12)C(=O)NCc1ccc2c(c1)OCO2 | 3
CCCN(Cc1nnc(-c2ccccc2Cl)o1)C(=O)c1cc2ccccc2o1 | 13
O=C1CC(C(=O)N(c2ccccc2)C(C(=O)NC2CCCC2)c2ccncc2)CS1 (stereo unspecified) | 18

# (list continues)
# Assay codes: A = CHO-K1 Ca ag; B = M4 antag; C = CHRM1 PAM; D = CHO parental Ca; E = M1 ag; F = OXTR potentiate; G = CHRM1 antagonist; H = CHRM4 agonist; I = CHO-K1 Ca antag
> CC1(CN2CCCC2)CCC(NC(=O)C(c2ccccc2)c2ccccc2)C(C)(C)O1 (stereo unspecified)
  A = 0.2; B = 22; C = -16; D = nt; E = -7; F = nt; G = 8; H = 0; I = -4

> COc1ccc(C)cc1NC(=O)CN(C)C1CCCCC1
  A = -0.6; B = -8; C = 4; D = -5; E = -4; F = -2; G = -11; H = -1; I = -11

> COc1cc(-c2nnc(SCC(=O)NC3CCCC3)n2C)cc(OC)c1O
  A = 1.5; B = -6; C = 8; D = 0; E = -2; F = -4; G = -4; H = 1; I = -7

> O=C(OCC(=O)N1CCc2ccccc2C1)c1cccnc1Cl
  A = 1.1; B = 2; C = 6; D = 2; E = -4; F = -3; G = -7; H = 1; I = -6

> CCOC(=O)C1CCN(C2CCN(C(=O)c3oc4c(F)cccc4c3C)CC2)CC1
  A = 0.4; B = 5; C = -1; D = -28; E = -6; F = -6; G = 5; H = 6; I = -3

> COCCn1c(C)cc(C(=O)CSc2nc(C)nc3sc4c(c23)CCC4)c1C
  A = 0.1; B = 4; C = 5; D = -22; E = 0; F = -4; G = -6; H = 1; I = -21

> Oc1ccc(-c2[nH]ncc2-c2nc3ccccc3s2)c(O)c1
  A = 0.6; B = 12; C = 0; D = 11; E = -2; F = -11; G = 4; H = 4; I = 6

> COCC(C)NC(=O)c1cc2cccc([N+](=O)[O-])c2[nH]1 (stereo unspecified)
  A = 0.0; B = 3; C = 10; D = -16; E = -2; F = -2; G = 0; H = 0; I = 2

> CCC12CC3CC(C1)CC(C(=O)O)(C3)C2
  A = -0.1; B = -5; C = 2; D = 17; E = -3; F = 1; G = -3; H = 1; I = 3

> CCCCCNC(=O)c1ccc2c(=O)n(CC3CCCO3)c(=O)[nH]c2c1 (stereo unspecified)
  A = 0.2; B = -5; C = 11; D = -2; E = -1; F = -2; G = -4; H = 1; I = -20

> CCn1ccnc1C(O)c1ccccc1OC (stereo unspecified)
  A = -0.1; B = -9; C = 2; D = 1; E = -14; F = -1; G = -4; H = 2; I = -15

> NNc1nc2c(-c3ccc(Cl)cc3)nnn2c2ccccc12
  A = 0.1; B = 0; C = 7; D = -10; E = 3; F = -3; G = -30; H = 1; I = 5

> Cc1ccccc1NC(=S)Nc1ccccc1
  A = 0.5; B = -5; C = -3; D = 6; E = 0; F = 3; G = 8; H = 1; I = -13

> CC(NS(=O)(=O)c1cccc(Cl)c1)C(=O)Nc1ccc(-c2nc3ccccc3s2)cc1 (stereo unspecified)
  A = 0.4; B = -8; C = 1; D = -4; E = -2; F = -19; G = -16; H = 5; I = -13

> Cc1cc(-c2nnc(CCC(=O)NCc3cc(F)cc(C(F)(F)F)c3)o2)no1
  A = 0.9; B = -4; C = 16; D = -9; E = -2; F = 0; G = -16; H = 1; I = -13

> CC(C)C(NC(=O)c1c(F)cccc1F)C(=O)N1CCN(c2ccccc2F)CC1 (stereo unspecified)
  A = -0.1; B = -4; C = 25; D = -24; E = -2; F = -2; G = -12; H = 1; I = 6

> CC12COC3(C(=O)Nc4ccccc4F)CC1CCC32C (stereo unspecified)
  A = 0.2; B = -2; C = 2; D = 0; E = 0; F = -2; G = -3; H = 0; I = -2

> Cc1[nH]ccc(=O)c1Oc1ncc(C(F)(F)F)cc1Cl
  A = 0.6; B = -1; C = 12; D = 7; E = -6; F = 0; G = -6; H = 1; I = -9

> O=C(CN1C(=O)COc2ccccc21)N(Cc1ccccc1)Cc1ccccn1
  A = 4.2; B = -1; C = -4; D = -25; E = -5; F = -8; G = -4; H = 9; I = -17

> O=C(O)C1CN(c2nc(Cl)ccc2[N+](=O)[O-])C1
  A = 2.5; B = -9; C = -1; D = -13; E = -5; F = -3; G = -8; H = 11; I = 1

# A few values from above:
# In M4 antag, CC(C)C(NC(=O)c1c(F)cccc1F)C(=O)N1CCN(c2ccccc2F)CC1 (stereo unspecified) shows -4
# In M1 ag, Cc1ccccc1NC(=S)Nc1ccccc1 shows 0
# In M1 ag, CC12COC3(C(=O)Nc4ccccc4F)CC1CCC32C (stereo unspecified) shows 0

# The listing continues:
# Assay codes: A = CHO-K1 Ca ag; B = M4 antag; C = CHRM1 PAM; D = CHO parental Ca; E = M1 ag; F = OXTR potentiate; G = CHRM1 antagonist; H = CHRM4 agonist; I = CHO-K1 Ca antag
> COc1ccccc1NC(=O)N1CCc2[nH]c3ccc(F)cc3c2C1
  A = 1.9; B = 6; C = -10; D = -8; E = 26*; F = -17; G = -17; H = 4; I = -16

> O=C(CSc1ncccn1)NCc1ccccc1Cl
  A = -0.2; B = -4; C = 6; D = -6; E = -3; F = 0; G = -12; H = 1; I = -13

> Cc1c(S(=O)(=O)NC2CCCCCC2)c(=O)n(C)c(=O)n1C
  A = 0.9; B = -11; C = 3; D = -7; E = -5; F = -4; G = -3; H = 0; I = -1

> O=C(CN1C(=O)C(=O)N(Cc2ccccc2)C1=O)Nc1cc(Cl)cc(Cl)c1
  A = 1.4; B = 9; C = 9; D = 7; E = -3; F = 1; G = -9; H = 2; I = -4

> COc1ccc(-c2noc(CCC(=O)N3CCN(c4ccccc4)CC3)n2)cc1
  A = 1.0; B = -7; C = 7; D = -14; E = -2; F = nt; G = -4; H = 1; I = -5

> O=C(Nc1ccc([N+](=O)[O-])cc1)c1cn(-c2ccccc2)nc1-c1cc2ccccc2o1
  A = 0.3; B = 16; C = 0; D = -9; E = -4; F = 2; G = -3; H = 1; I = 3

> COCCOc1cc(NC(=O)CS(=O)CC(=O)N(C)C)c(Cl)cc1Cl (stereo unspecified)
  A = -0.1; B = -7; C = 8; D = -1; E = -4; F = -10; G = 0; H = 1; I = 9

> CN(Cc1c(F)cccc1Cl)C(=O)c1ccc(NC(=O)CC2SC(N3CCCCC3)=NC2=O)cc1 (stereo unspecified)
  A = -0.7; B = -1; C = -7; D = -15; E = -7; F = 1; G = 15; H = 2; I = -1

> O=C(c1ccco1)N1CCN(Cc2nc3ccccc3c(=O)n2-c2ccc(F)cc2)CC1
  A = 3.6; B = 0; C = 2; D = -11; E = -4; F = 2; G = 0; H = 3; I = -6

> O=C(Nc1c(F)cc(F)cc1Br)c1cc(-c2ccc(O)cc2)on1
  A = 2.8; B = -11; C = 2; D = 4; E = 18*; F = -9; G = -2; H = 4; I = 7

> OCc1nc2ccccc2n1Cc1ccc(Cl)cc1
  A = 2.4; B = -16; C = -5; D = -1; E = -4; F = -7; G = 5; H = 6; I = 5

> Cc1nc(COc2ccccc2Cl)sc1-c1ccnc(N)n1
  A = 2.1; B = -11; C = 1; D = -34; E = -4; F = -3; G = 1; H = 5; I = -14

> CC1=NN(c2nc(-c3ccc(C)cc3)cs2)C(=O)C1N=Nc1ccccc1O (stereo unspecified)
  A = 0.8; B = 10; C = 5; D = -4; E = -6; F = -12; G = -5; H = 2; I = -6

> O=S(=O)(N/N=C/c1ccc(OC2CSC2)cc1)c1ccccc1
  A = 2.2; B = 9; C = -2; D = 10; E = 7; F = -14; G = 4; H = 4; I = -8

> O=C(NCc1cccc(F)c1)c1[nH]c(C(F)(F)F)nc1-c1ccccc1
  A = 11; B = -24; C = -5; D = nt; E = 3; F = nt; G = -20; H = 17; I = -24

> COc1ccc(OC)c(S(=O)(=O)Nc2cccc(-c3ccc(N4CCCCCC4)nn3)c2)c1
  A = 0.0; B = -2; C = -4; D = 9; E = -4; F = -17; G = 11; H = 0; I = -8

> Cn1nnnc1SCC(=O)Nc1ccccc1C(N)=O
  A = 0.0; B = 1; C = 0; D = -2; E = -3; F = -3; G = 8; H = 0; I = -11

> Cc1ccc2c(c1)C(c1ccncc1)=NNC(c1ccc(F)cc1)=N2
  A = -0.3; B = -7; C = 11; D = -25; E = -8; F = -17; G = -9; H = 1; I = 6

# By substructure, those above containing a nitro group on carbon
# Assay codes: A = CHO-K1 Ca ag; B = M4 antag; C = CHRM1 PAM; D = CHO parental Ca; E = M1 ag; F = OXTR potentiate; G = CHRM1 antagonist; H = CHRM4 agonist; I = CHO-K1 Ca antag
> COCC(C)NC(=O)c1cc2cccc([N+](=O)[O-])c2[nH]1 (stereo unspecified)
  A = 0.0; B = 3; C = 10; D = -16; E = -2; F = -2; G = 0; H = 0; I = 2

> O=C(O)C1CN(c2nc(Cl)ccc2[N+](=O)[O-])C1
  A = 2.5; B = -9; C = -1; D = -13; E = -5; F = -3; G = -8; H = 11; I = 1

> O=C(Nc1ccc([N+](=O)[O-])cc1)c1cn(-c2ccccc2)nc1-c1cc2ccccc2o1
  A = 0.3; B = 16; C = 0; D = -9; E = -4; F = 2; G = -3; H = 1; I = 3

# Screens as filed in PubChem BioAssay.
